IDH1 R132H inh – inhibitors of IDH1 R132H reductase, primary screen, biochemical, plate reader, single point; Isocitrate dehydrogenase [NADP] cytoplasmic (Homo sapiens), O75874; diaphorase/resazurin fluorescence, 60 min; inhibition, % at 10 µM; 0.18% of 70,000 active; AID 624101, 2012; in the data active means inhibition above about 34%;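 further: 0% = DMSO and 100% = no enzyme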
Target sequence (O75874 whole entry R132H): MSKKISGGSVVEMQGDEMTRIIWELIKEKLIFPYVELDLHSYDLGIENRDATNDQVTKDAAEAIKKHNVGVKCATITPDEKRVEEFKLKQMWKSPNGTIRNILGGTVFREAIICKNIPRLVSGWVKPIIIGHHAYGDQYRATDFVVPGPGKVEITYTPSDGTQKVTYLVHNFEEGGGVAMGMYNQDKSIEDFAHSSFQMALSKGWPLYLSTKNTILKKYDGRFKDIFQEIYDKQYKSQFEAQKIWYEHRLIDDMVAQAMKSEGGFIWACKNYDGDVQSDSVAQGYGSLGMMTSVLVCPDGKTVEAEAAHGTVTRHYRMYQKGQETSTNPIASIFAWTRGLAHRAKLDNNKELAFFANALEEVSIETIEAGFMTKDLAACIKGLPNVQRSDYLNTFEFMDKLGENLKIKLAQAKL
EZH2 inh – EZH2/PRC2 methyltransferase inhibitors, primary screen, biochemical, DELFIA time-resolved fluorescence, single point | AID 651548, 2012 | 0.35% of 57,000 active | Histone-lysine N-methyltransferase EZH2 (Homo sapiens), Q15910 | PRC2 H3K27 methylation, DELFIA TRF, 1 h | inhibition, % at 12.5 µM;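 active means mean inhibition of replicates at least 50% and every single replicate also reaching 50%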;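 further: dimethyl H3K27 on biotinylated H3 21-44 peptide detected by antibody; plate controls were median neutral control wells for no effect and median positive control wells for full effect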
* hit, by the source's call; . = no result given. Some of the compounds tested (hit frequency here may not be typical).

SMILES | IDH1 R132H inh | EZH2 inh
CO[C@@H]1CN(C)C(=O)c2cc(NS(C)(=O)=O)ccc2OC[C@@H](C)N(C(=O)C2CCCCC2)C[C@@H]1C | 0.0 | 4
C[C@@H]1CCCCO[C@H](CN(C)S(=O)(=O)c2ccc(Cl)cc2)[C@@H](C)CN([C@@H](C)CO)C(=O)c2cc(NC(=O)Nc3ccccc3)ccc2O1 | -0.9 | .
COc1ccc(NC(=O)Nc2ccc3c(c2)C(=O)N([C@@H](C)CO)C[C@@H](C)[C@H](CN(C)C(=O)c2ccccc2)OCCCC[C@@H](C)O3)cc1 | 0.5 | .
Cc1nc2c(OCc3ccccc3)cccn2c1CC#N | 0.6 | -5
C[C@H](CO)N1C[C@H](C)[C@@H](CN(C)C(=O)CCCN(C)C)OCCCC[C@H](C)Oc2ccc(NS(=O)(=O)c3ccccc3)cc2C1=O | 2.6 | .
COc1ccc(NC(=O)N(C)C[C@@H]2Oc3ccc(NC(=O)Nc4ccc5c(c4)OCO5)cc3C(=O)N([C@@H](C)CO)C[C@H]2C)cc1 | 0.0 | .
CCCNC(=O)N(C)C[C@@H]1Oc2ncc(-c3cccc(C#N)c3)cc2C(=O)N([C@H](C)CO)C[C@H]1C | -1.3 | 3
Cc1noc(C)c1S(=O)(=O)Nc1ccc2c(c1)C(=O)N([C@@H](C)CO)C[C@H](C)[C@@H](CN(C)C)O2 | 1.5 | 3
C[C@@H]1CN([C@H](C)CO)C(=O)c2cc(C3=CCCCC3)cnc2O[C@@H]1CN(C)C(=O)Nc1ccccc1 | -6.2 | -1
COC(=O)c1c(NC(=S)Nc2cc(OC)c(Cl)cc2OC)sc2c1CCCCC2 | -0.1 | 4
Cc1ccc([N+](=O)[O-])cc1NC(=O)CN(C1CCCCC1)S(=O)(=O)c1ccc(Cl)cc1 | -0.6 | -9
CO[C@@H]1CC[C@H]2CCOc3c(C#N)cccc3C(=O)N(C)C[C@@H](c3ccccc3)CC(=O)N(C)C[C@@H]1O2 | 0.1 | -1
O=C(C[C@H]1CC[C@@H](NC(=O)Nc2ccc(F)cc2)[C@@H](CO)O1)NCCN1CCCC1 | 0.0 | 11
CCCN(C)C[C@@H]1OCCCC[C@@H](C)Oc2ccc(NC(=O)Nc3ccc4c(c3)OCO4)cc2C(=O)N([C@H](C)CO)C[C@H]1C | . | -6
CC(C)NC(=O)N(C)C[C@@H]1Oc2ncc(C#Cc3ccncc3)cc2C(=O)N([C@H](C)CO)C[C@H]1C | 2.4 | 16
COc1ccc(NC(=O)N(C)C[C@H]2Oc3ccc(NC(=O)Cc4ccccc4)cc3C(=O)N([C@H](C)CO)C[C@@H]2C)cc1 | . | 3
C[C@@H]1CN([C@H](C)CO)C(=O)c2cc(C#CC3(O)CCCC3)cnc2O[C@@H]1CN(C)C(=O)Cc1ccncc1 | -2.8 | .
Cc1noc(C)c1S(=O)(=O)Nc1ccc2c(c1)CC(=O)N([C@H](C)CO)C[C@@H](C)[C@H](CN(C)Cc1ccc3c(c1)OCO3)O2 | -0.3 | .
CCNC(=O)C[C@H]1CC[C@H](NC(=O)C2CCC2)[C@H](CO)O1 | 0.6 | 1
C[C@H](O)[C@H](O)[C@@H](O)[C@@H](O)/C=N/NC(=O)CCCCCCC(=O)Nc1ccccc1O | 0.3 | 1

Some of these compounds in order of molecular weight, largest number first:
SMILES | IDH1 R132H inh | EZH2 inh
C[C@@H]1CN([C@H](C)CO)C(=O)c2cc(C#CC3(O)CCCC3)cnc2O[C@@H]1CN(C)C(=O)Cc1ccncc1 | -2.8 | .
CC(C)NC(=O)N(C)C[C@@H]1Oc2ncc(C#Cc3ccncc3)cc2C(=O)N([C@H](C)CO)C[C@H]1C | 2.4 | 16
Cc1ccc([N+](=O)[O-])cc1NC(=O)CN(C1CCCCC1)S(=O)(=O)c1ccc(Cl)cc1 | -0.6 | -9

(listing goes on)
SMILES | IDH1 R132H inh | EZH2 inh
COC(=O)c1cccc(NC(=O)CSc2nc(-c3ccc(C)cc3)cc(C(F)(F)F)n2)c1 | 0.1 | -8
C[C@H](CO)N1C[C@H](C)[C@H](CN(C)S(C)(=O)=O)Oc2cc(-c3ccncc3)ccc2S1(=O)=O | 4.5 | -7
COc1ccc(N(C(=O)c2ccncc2)S(=O)(=O)c2ccc3c4c(cccc24)C(=O)N3C)cc1 | 0.3 | .
COc1cccc(S(=O)(=O)Nc2ccc3c(c2)[C@@H]2C[C@@H](CC(=O)NCc4cccc(F)c4)O[C@H](CO)[C@@H]2O3)c1 | -0.6 | -10
CCCN1C[C@@H](C)[C@H](OC)CN(C)C(=O)c2cc(NC(=O)c3ccc(F)cc3)ccc2OC[C@H]1C | 0.6 | -13
C[C@@H]1CN([C@H](C)CO)C(=O)c2cc(/C=C/c3ccccc3)cnc2O[C@@H]1CN(C)C(=O)Nc1ccc(C(F)(F)F)cc1 | -2.8 | -39
COc1ccc(NC(=O)Nc2ccc3c(c2)CC(=O)N([C@@H](C)CO)C[C@H](C)[C@H](CN(C)C)O3)cc1 | -1.0 | 6
C[C@@H]1CN([C@H](C)CO)C(=O)c2cc(NC(=O)Nc3ccccc3)ccc2O[C@H]1CN(C)S(=O)(=O)c1ccccc1 | -2.6 | -3
O=C(C[C@@H]1C[C@H]2c3cc(NC(=O)NC4CCCC4)ccc3O[C@H]2[C@H](CO)O1)NCc1ccc(Oc2ccccc2)cc1 | 0.8 | -15
C[C@@H]1CCCCO[C@@H](CN(C)C(=O)Nc2ccc(F)cc2)[C@@H](C)CN([C@H](C)CO)C(=O)c2cc(NC(=O)CCCN(C)C)ccc2O1 | 6.6 | .
COc1ccccc1NC(=O)Nc1ccc2c(c1)C(=O)N(C)C[C@@H](OC)[C@@H](C)CN[C@H](C)CO2 | 0.0 | 10
N#Cc1c(C(F)(F)F)cc(-c2cccs2)nc1SCC(=O)Nc1c(F)cccc1F | -0.1 | -8
COc1ccccc1NC(=O)N[C@@H]1CC[C@@H](CC(=O)N[C@@H](C)c2ccccc2)O[C@H]1CO | 0.1 | -1
Cc1ccc(C)c(S(=O)(=O)NCc2cccnc2)c1 | 0.7 | 3
C[C@H](CO)N1C[C@H](C)[C@@H](CN(C)C(=O)c2ccccn2)Oc2ncc(-c3ccc(F)cc3)cc2C1=O | 0.2 | .
C=CCn1c(-c2ccccc2)nn(CCC#N)c1=S | -0.2 | 3
COc1ccc(CNC(=O)C[C@@H]2C[C@@H]3c4cc(NC(=O)CC5CC5)ccc4O[C@@H]3[C@@H](CO)O2)cc1 | 0.7 | -12
C[C@H]1CN([C@@H](C)CO)C(=O)c2cccc(NC(=O)C3CCCCC3)c2O[C@@H]1CN(C)Cc1ccncc1 | 7.5 | -4
Cc1cc2ncn(CC(O)COc3ccc(N)cc3)c2cc1C (stereo not drawn) | -0.1 | -1
CC1(C)[C@H]2CC=C(/C=N\NC(=O)c3ccccn3)[C@@H]1C2 | -0.5 | 12
COC(=O)CCCCCCC(=O)N/N=C/c1ccccc1Br | . | 17
C[C@@H]1CN([C@H](C)CO)S(=O)(=O)c2ccc(C#Cc3cccc(F)c3)cc2O[C@@H]1CN(C)CC1CC1 | -2.9 | -4
CCS(=O)(=O)NCC[C@@H]1CC[C@@H](NC(=O)C2CCCC2)[C@@H](CO)O1 | -0.3 | 8
COc1ccc(NC(=O)N(C)C[C@H]2OCCCC[C@@H](C)Oc3ccc(NC(=O)Nc4cccc5ccccc45)cc3C(=O)N([C@@H](C)CO)C[C@H]2C)cc1 | -1.3 | .
COc1cccc(C(=O)Nc2ccc3c(c2)C(=O)N(C)C[C@H](OC)[C@H](C)CN(C(=O)C2CCCC2)[C@@H](C)CO3)c1 | -0.4 | -14
C[C@H](CO)N1C[C@H](C)[C@H](CN(C)C(=O)Nc2ccccc2)Oc2ccc(NS(=O)(=O)c3ccc(F)cc3)cc2CC1=O | -2.2 | .
C[C@@H]1CCCCO[C@H](CN(C)C(=O)Cc2ccccc2)[C@@H](C)CN([C@@H](C)CO)C(=O)c2cc(NS(=O)(=O)c3ccc(Cl)cc3)ccc2O1 | 0.1 | .
CCC1CCc2nc(SCC(=O)Nc3cccc(OC)c3)c(C#N)c(C(F)(F)F)c2C1 (stereo not drawn) | -0.1 | -23
C[C@H](CO)N1C[C@H](C)[C@H](CN(C)C(=O)Nc2ccc(F)cc2)Oc2ccc(NC(=O)NC3CCCCC3)cc2C1=O | 1.0 | -9
O=C(O)COc1ccc(S(=O)(=O)NC2CCCCC2)cc1Cl | 0.3 | 2
O=C(Nc1cccc(Cl)c1)N[C@H]1CC[C@@H](CCNC(=O)C2CC2)O[C@@H]1CO | -0.3 | 3
CC(=O)N(C)C[C@@H]1Oc2ncc(-c3cccnc3)cc2C(=O)N([C@H](C)CO)C[C@H]1C | 0.0 | -9
CC(=O)N(C)C[C@@H]1Oc2cc(C#CCN(C)C)ccc2S(=O)(=O)N([C@@H](C)CO)C[C@H]1C | 0.0 | -4
COc1cc(Cl)c(C)cc1NC(=O)CSc1nnnn1-c1ccccc1 | 0.3 | -3
CC(C)NC(=O)Nc1ccc2c(c1)C(=O)N([C@H](C)CO)C[C@H](C)[C@H](CN(C)C)O2 | 3.0 | 1
Cc1noc(C)c1S(=O)(=O)Nc1ccc2c(c1)CC(=O)N([C@H](C)CO)C[C@@H](C)[C@H](CN(C)C(=O)Nc1cccc3ccccc13)O2 | -0.1 | .
C[C@H](O)C#Cc1ccc2c(c1)O[C@@H](CN(C)C(=O)CC1CC1)[C@@H](C)CN([C@H](C)CO)S2(=O)=O | -1.9 | -5
C[C@@H]1CN([C@H](C)CO)C(=O)c2cccc(NC(=O)c3ccncc3)c2O[C@@H]1CN(C)Cc1ccc(Oc2ccccc2)cc1 | 0.1 | 8
CCOc1cc(/C=N/NC(=O)CCCCCCC(=O)Nc2ccccc2O)ccc1O | . | 22
Cc1ccccc1-c1nnc(SCC(=O)Nc2ccc(F)c(F)c2)n1C | 0.5 | 7
O=C(Nc1ccc2c(c1)OCCO2)C1CCCN(S(=O)(=O)c2ccc(F)cc2)C1 (stereo not drawn) | 0.2 | 6
C[C@@H]1CN([C@H](C)CO)C(=O)c2cccc(N(C)C)c2O[C@@H]1CN(C)S(C)(=O)=O | . | 5
C[C@H](CO)N1C[C@H](C)[C@@H](CN(C)S(=O)(=O)c2cccs2)Oc2ccc(NS(C)(=O)=O)cc2C1=O | 3.6 | .
CN(C)C(=O)C[C@H]1C[C@H]2c3cc(NC(=O)Nc4ccccc4)ccc3O[C@H]2[C@H](CO)O1 | -2.4 | 14
O=C(C[C@@H]1C=C[C@H](NS(=O)(=O)c2cccc(F)c2)[C@@H](CO)O1)NCc1ccc2c(c1)OCO2 | 0.0 | 6
C[C@@H]1CN([C@H](C)CO)S(=O)(=O)c2ccc(C#CC3CCCC3)cc2O[C@H]1CN(C)C(=O)Nc1cc(F)ccc1F | -0.3 | -23
CC(C)NC(=O)Nc1ccc2c(c1)C(=O)N([C@H](C)CO)C[C@@H](C)[C@H](CN(C)CC1CCCCC1)OCCCC[C@H](C)O2 | 0.9 | .
O=C(Cc1ccccn1)NCC[C@@H]1CC[C@H](NS(=O)(=O)c2ccccc2)[C@H](CO)O1 | -0.4 | -9
COc1ccccc1CNC(=O)C[C@H]1C[C@@H]2c3cc(NC(=O)c4cccnc4)ccc3O[C@@H]2[C@H](CO)O1 | -0.5 | 3
CC(=O)OCCCNC(=O)c1cc2ccccc2oc1=O | 0.0 | -14
Next results.
SMILES | IDH1 R132H inh | EZH2 inh
CNC[C@@H]1Oc2cc(C#CC3CCCCC3)ccc2S(=O)(=O)N([C@@H](C)CO)C[C@H]1C | -0.5 | -2
C=C1CC[C@@H](C)[C@](C)(CCc2ccoc2)C/C=C\C=C/1C(=O)O | 0.5 | -5
Cc1ccc(-n2nc3ccc(NC(=O)COc4ccccc4C)cc3n2)cc1 | 0.3 | -1
C[C@H](CO)N1C[C@H](C)[C@H](CN(C)S(=O)(=O)c2ccccc2)Oc2c(NC(=O)CCCCCC(=O)Nc3ccccc3N)cccc2C1=O | 0.0 | -21
O=S(=O)(c1ccccc1)c1nc(-c2ccccc2)oc1NCC1CCCO1 (stereo not drawn) | -0.5 | 1
O=C(C[C@@H]1C[C@H]2c3cc(NC(=O)CC4CC4)ccc3O[C@H]2[C@H](CO)O1)NCc1ccc2c(c1)OCO2 | 0.2 | -13
C[C@H](CO)N1C[C@H](C)[C@@H](CN(C)C(=O)NC2CCCCC2)Oc2ccc(NC(=O)CCC(F)(F)F)cc2C1=O | . | 3
C[C@@H]1CCCCO[C@@H](CN(C)S(=O)(=O)c2cn(C)cn2)[C@H](C)CN([C@H](C)CO)C(=O)c2cc(NC(=O)Nc3ccc4c(c3)OCO4)ccc2O1 | -1.2 | .
Cc1ccccc1N(CC(=O)Nc1cccc2ccccc12)S(C)(=O)=O | 0.0 | 8

Reprinted at random: 6 compounds from above.
SMILES | IDH1 R132H inh | EZH2 inh
C[C@H](CO)N1C[C@H](C)[C@H](CN(C)S(=O)(=O)c2ccccc2)Oc2c(NC(=O)CCCCCC(=O)Nc3ccccc3N)cccc2C1=O | 0.0 | -21
Cc1ccc(-n2nc3ccc(NC(=O)COc4ccccc4C)cc3n2)cc1 | 0.3 | -1
C[C@H](CO)N1C[C@H](C)[C@@H](CN(C)C(=O)NC2CCCCC2)Oc2ccc(NC(=O)CCC(F)(F)F)cc2C1=O | . | 3
O=C(C[C@@H]1C[C@H]2c3cc(NC(=O)CC4CC4)ccc3O[C@H]2[C@H](CO)O1)NCc1ccc2c(c1)OCO2 | 0.2 | -13
C=C1CC[C@@H](C)[C@](C)(CCc2ccoc2)C/C=C\C=C/1C(=O)O | 0.5 | -5
O=S(=O)(c1ccccc1)c1nc(-c2ccccc2)oc1NCC1CCCO1 (stereo not drawn) | -0.5 | 1
